# Screening results as filed in PubChem BioAssay.
# ERp5 block – ERp5 (human) disulfide isomerase inhibition; ERp5 insulin aggregation, absorbance 650 nm, 90 min; Q15084; actives 0.05% (n = 350,000); AID 651711; inhibition, % at 9.99 µM;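 active = mean replicate inhibition above about 25%, with every replicate also reaching it, limit read from the data, passing the limit was not always enough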
# esBAF inh – SWI/SNF esBAF complex inhibition; mouse ES cells, Bmi1-luciferase knock-in reporter, 24 h; 100% = twice the neutral-well signal; actives 2% (n = 350,000); reporter increase, % at 12.5 µM; in the data active = activation above about 40%;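 also: 0% = median of the plate's neutral control wells and 100% = double that signal; a rise in the Bmi1 reporter signal indicates esBAF inhibition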
# RAD54 inh – RAD54 (human) branch migration inhibition; Q92698; RAD54 Holliday junction branch migration, FAM/BHQ fluorescence; inhibition, % at 10.4 µM; actives 0.14% (n = 360,000); AID 602329;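 active = mean normalized replicate activity at least 40 and at least half of replicates scoring 40 or more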;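 also: 0% = median of neutral control wells and 100% = median of positive control wells; inhibitors cause a drop in the FAM fluorescence signal; in these data hits start at about 50%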
# ARNT-TACC3 inh – disrupts binding between human ARNT and TACC3 | actives 0.66% (n = 390,000) | Q9Y6A5 | AID 623870 | inhibition, % at 9.99 µM | AlphaScreen His-ARNT PAS-B/GST-TACC3 binding, luminescence; TACC3 fragment carries E629A point mutation;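 active = mean inhibition of replicates at least 50% and at least half of replicates each reaching 50%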;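 also: 0% = complete ARNT plus TACC3 wells and 100% = ARNT alone without TACC3; many hits fall short of the cut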
# Casp6 inh – inhibitors of human caspase-6. P55212. purified caspase-6, Z-VEID-R110 cleavage fluorescence. inhibition, % at 12.5 µM. actives 0.53% (n = 350,000). AID 686996;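 active = mean inhibition across replicates at least about 35%, with every replicate also reaching that limit, limit read from the data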;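 also: 0% = median of neutral control wells and 100% = no fluorescence left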
# Target sequence (P55212 24-179 limits assumed): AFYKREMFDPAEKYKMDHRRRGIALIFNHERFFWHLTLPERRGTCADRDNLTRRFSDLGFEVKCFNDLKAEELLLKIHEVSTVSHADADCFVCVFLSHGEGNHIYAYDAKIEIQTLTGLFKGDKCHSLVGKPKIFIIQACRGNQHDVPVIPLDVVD
# Target sequence (P55212 194-293 limits assumed): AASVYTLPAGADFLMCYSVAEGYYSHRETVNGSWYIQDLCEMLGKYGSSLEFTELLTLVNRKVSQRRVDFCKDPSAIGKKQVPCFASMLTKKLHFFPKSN
# E-selectin induc – induces E-selectin expression in human endothelial cells. actives 0.37% (n = 260,000). HUVEC E-selectin immunofluorescence imaging; normalized: neutral wells 0, TNF-alpha wells 100. AID 686992. P16581. activation, % at 7.58 µM;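 active = mean E-selectin-positive cell signal at least 10% of the positive control, reached in at least 60% of replicates, without over 20% cell loss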;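 also: in these data hits start at about 27%; measured in HUVEC primary endothelial cells; signal is the percent of cells scored E-selectin positive by PE staining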
#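 assay system = HUVEC, human umbilical vein endothelial cells | input = 3,000 HUVEC seeded per well | medium = EGM-2 growth medium on 0.1% gelatin-coated wells | dosing = one compound dose added by pin transfer | signal = immunofluorescence imaging | read-out basis = % PE-positive cells | control set = TNF-alpha, DMSO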
# RAD52 anneal inh – blocks human RAD52 DNA annealing; actives 0.46% (n = 360,000); inhibition, % at 18.7 µM; recombinant RAD52 DNA annealing, FRET fluorescence; P43351;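 active = every replicate showing at least 50% inhibition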
# Target sequence (P43351 whole entry, looked up): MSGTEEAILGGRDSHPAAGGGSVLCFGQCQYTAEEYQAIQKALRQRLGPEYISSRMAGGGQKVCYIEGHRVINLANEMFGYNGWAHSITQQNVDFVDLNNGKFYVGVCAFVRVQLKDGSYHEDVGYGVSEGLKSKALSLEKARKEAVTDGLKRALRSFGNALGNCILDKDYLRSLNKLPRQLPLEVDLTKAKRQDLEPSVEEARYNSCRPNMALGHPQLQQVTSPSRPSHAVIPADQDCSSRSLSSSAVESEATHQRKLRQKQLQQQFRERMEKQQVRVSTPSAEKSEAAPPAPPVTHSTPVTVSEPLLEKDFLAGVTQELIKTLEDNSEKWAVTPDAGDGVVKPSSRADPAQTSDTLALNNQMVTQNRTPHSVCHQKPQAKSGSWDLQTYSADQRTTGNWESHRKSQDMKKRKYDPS
# PglD inh – blocks C. jejuni PglD acetyltransferase activity | inhibition, % at 12.5 µM | AID 602405 | actives 0.098% (n = 360,000) | purified PglD enzyme, DTNB colorimetric CoA detection; in the data active = inhibition above about 16%, passing the limit was not always enough; also: strong numbers were not always called active
# Active calls of the source: *; / = not tested or not shown. Not a hit list. About 3.2% of those tested had a hit in this group.
nr	SMILES	PglD inh	RAD52 anneal inh	Casp6 inh	E-selectin induc	ARNT-TACC3 inh	esBAF inh	ERp5 block	RAD54 inh
1	O=C(COC(=O)C12CC3CC(CC(Cl)(C3)C1)C2)Nc1ccccc1	4	-16	1	0.5	/	3	2	9
2	Cc1ccc(-c2ccc3c(c2)O[C@@H](CN(C)C(=O)Nc2ccc(C(F)(F)F)cc2)[C@@H](C)CN([C@H](C)CO)S3(=O)=O)cc1	2	8	1	-0.2	5	2	0	3
3	CSCCC(NC(=O)c1ccccc1)C(=O)NNC(=O)c1csc(N2CCOCC2)n1 (centres undefined)	6	1	-1	1.0	/	-11	3	0
4	CCCC(C(=O)NC1CCCC1)N(C(=O)Cn1nnc(-c2ccc(C)o2)n1)c1cccc(O)c1 (centres undefined)	1	-48	2	/	/	-5	-3	-11
5	Cc1ccc(N2CCN(S(=O)(=O)N3CCOCC3)CC2)cc1C	/	-11	0	/	-14	/	-4	/
6	Nc1nc(SCCOc2ccccc2)n[nH]1	-8	/	/	/	-1	2	/	8
7	CO[C@@H]1CN(C)C(=O)c2cc(NS(C)(=O)=O)ccc2OC[C@H](C)N(C(=O)c2ccc3c(c2)OCO3)C[C@@H]1C	4	-18	0	-0.1	-6	0	3	0
8	CC(=O)NCCc1ccc(S(=O)(=O)N2CCCC2)cc1	3	/	/	/	-5	-2	/	1
9	COc1ccc(-n2nc(C(=O)NCC(=O)N3CCCCC3)c3ccccc3c2=O)c(OC)c1	-2	-12	1	/	-2	17	-4	-2
10	C[C@@H]1CN([C@H](C)CO)S(=O)(=O)c2ccc(C#CC3CCCCC3)cc2O[C@H]1CN(C)C	2	24	0	0.5	10	2	0	-3
11	Cc1nnc(SCC(=O)N2CCN(S(=O)(=O)c3ccc(Cl)cc3)CC2)n(N)c1=O	4	/	/	/	5	-9	/	6
12	CN(C[C@H]1N[C@@H](CO)[C@@H]1c1ccc(C2=CCCC2)cc1)C(=O)c1cccc(F)c1	0	-85	-1	1.2	3	-78	-5	2
13	CCN(C(=O)CCc1nnc2ccc(NCc3ccco3)nn12)c1ccccc1	-4	-26	4	/	9	-2	1	6
14	COC(=O)C1=NN(C(C)=O)C2(CC(=O)N(c3cc(C)cc(C)c3)C2=O)C1 (centres undefined)	-2	-8	-1	-1.7	-5	/	-3	13
15	COc1cc(COCC(O)CN2CCN(CCN3C(=O)c4cccc5cccc(c45)C3=O)CC2)cc(OC)c1OC (centres undefined)	/	85*	-3	/	14	/	-4	/
16	O=C1C2C3CCCC3=C3CCCC3C2C(=O)N1c1ccc(Cl)cc1 (centres undefined)	1	/	/	/	-4	-2	/	-3
17	O=C(c1ccc2ncsc2c1)N1CCN(c2cccc(C(F)(F)F)c2)CC1	-2	-9	1	0.2	-1	46*	2	-6
18	CC1(C)Cc2c(cnn2-c2ccc(F)cc2)C(NC(=O)CCc2ccncc2)C1 (centres undefined)	4	-4	-3	/	-39	32	-12	-8
19	COc1ccccc1N1CCN(C2CCCCC2NS(=O)(=O)c2ccccc2)CC1 (centres undefined)	-3	2	0	/	-3	-4	-8	5
20	CN(C)c1ccc2c(c1[N+](=O)[O-])Cc1ccccc1-2	/	-15	-3	1.2	-7	/	-6	/
21	CCOc1ccc(NC(=S)N2CCC(c3nc4ccccc4[nH]3)CC2)cc1	0	-16	1	1.7	-15	-7	1	10
22	CN(C(=O)c1cccc(NC(=O)C2CCCN(C(=O)OC(C)(C)C)C2)c1)C1CCCC1 (centres undefined)	2	-6	3	0.0	-2	0	-2	-1
23	Cc1ccc(/C=N/Nc2nc(N3CCOCC3)nc(N3CCOCC3)n2)o1	/	-4	-1	0.0	5	/	-6	/
24	COc1ccc(NC(=O)CSc2nc(=O)n(CCN3CCOCC3)c3c2CCC3)c(OC)c1	1	-12	-2	/	5	-7	-1	-7

# Some of these compounds in order of length of the SMILES, lowest first:
nr	SMILES	PglD inh	RAD52 anneal inh	Casp6 inh	E-selectin induc	ARNT-TACC3 inh	esBAF inh	ERp5 block	RAD54 inh
20	CN(C)c1ccc2c(c1[N+](=O)[O-])Cc1ccccc1-2	/	-15	-3	1.2	-7	/	-6	/
19	COc1ccccc1N1CCN(C2CCCCC2NS(=O)(=O)c2ccccc2)CC1 (centres undefined)	-3	2	0	/	-3	-4	-8	5
22	CN(C(=O)c1cccc(NC(=O)C2CCCN(C(=O)OC(C)(C)C)C2)c1)C1CCCC1 (centres undefined)	2	-6	3	0.0	-2	0	-2	-1

# Continued.
nr	SMILES	PglD inh	RAD52 anneal inh	Casp6 inh	E-selectin induc	ARNT-TACC3 inh	esBAF inh	ERp5 block	RAD54 inh
25	COc1ccc(S(=O)(=O)NC2CCCCCC2)cc1C(N)=O	6	-2	-1	-0.2	5	-2	2	-10
26	COCC(C)n1c(C)cc(C(=O)Cn2c(=O)oc3ccccc32)c1C (centres undefined)	-4	/	/	/	-1	25	/	-2
27	Cc1cn([C@H]2C[C@H](O)[C@@H](CNCc3ccc(C#CCCO)cc3)O2)c(=O)[nH]c1=O	-3	-16	-2	-0.3	/	-1	2	6
28	O=C(CSc1nnc(CNC(=O)c2c(F)cccc2F)o1)Nc1ccc2c(c1)OCCO2	-4	-23	-1	-0.2	-1	-1	4	0
29	CC1(C)Cc2c(sc(NC(=O)c3ccc4ncsc4c3)c2C(N)=O)C(C)(C)N1	/	-48	-3	-0.1	-4	/	-2	/
30	COc1ccc(CNCc2ccco2)cc1OCc1ccccc1	0	/	/	/	-1	13	/	5
31	CCC(=O)N1CC2(CN(C(=O)CN3CCOCC3)C2)c2c([nH]c3cc(OC)ccc23)[C@H]1CO	/	2	4	0.1	/	/	7	/
32	O=C([C@H]1[C@H](CO)[C@H]2Cn3c(ccc(-c4ccccc4)c3=O)[C@@H]1N2CCC(F)(F)F)N1CCCCC1	0	-5	1	0.0	-3	-1	3	-13
33	Cc1c(C(=O)N2CCCCC2)sc(N)c1C#N	0	/	/	/	-3	-3	/	-10
34	C[C@H]1CCCCO[C@@H](CN(C)C(=O)NC2CCCCC2)[C@@H](C)CN([C@@H](C)CO)C(=O)c2cc(NC(=O)NC3CCCCC3)ccc2O1	-3	-59	-1	-0.3	-6	3	-1	-1
35	CC1Cc2ccccc2N1C(=O)COC(=O)c1ccc(Cl)nc1 (centres undefined)	/	-26	1	-0.2	-2	/	-4	/
36	Cc1ccsc1/C=N/Nc1ccc(Cl)nn1	-6	-5	-4	0.6	1	28	4	2
37	CN(c1ccccc1)S(=O)(=O)c1ccc(C(=O)NCc2ccc(F)cc2)cc1	5	-18	0	-0.5	13	4	1	3
38	O=C(NN=C1c2ccccc2-c2ccccc21)c1ccccc1Br	9	-9	2	/	-5	1	-2	9
39	N#CCC(=O)NN=C1CCCCCCCCCCC1	4	13	1	/	15	-2	-3	6
40	CC(C)C[C@H](NC(=O)C1CC(=O)N(c2ccc3c(c2)OCCO3)C1)C(=O)NC1CCCC1 (some centres undefined)	1	-1	0	/	-7	-2	-6	0
41	Cn1c(=O)n(C)c2cc(NS(=O)(=O)c3ccccc3)ccc21	-1	/	/	/	-2	-7	/	9
42	CCc1nnc(N/N=C/c2c(Cl)cccc2Cl)n1N	4	/	/	/	5	4	/	8
43	Cc1ccc2nc(-c3ccccc3)cc(C(=O)NCCCn3ccnc3)c2c1	-1	/	/	/	5	7	/	1
44	CCCC(=O)C1=C(c2ccccc2)C(C#N)(C#N)C(C#N)=C1N	-2	/	/	/	9	-1	/	-20
45	O=C(CSc1nnc(NC(=O)c2ccco2)s1)Nc1ccccc1Br	1	-18	3	-0.2	15	-1	1	1
46	CCCCNC(=O)C(CC)Sc1nc2sc(C(=O)OC)c(C)c2c(=O)n1N (centres undefined)	-3	/	/	/	-31	-2	/	-12
47	O=[N+]([O-])c1ccc(NN=Cc2cccc3ccccc23)nc1	2	-145	-2	0.0	-9	/	-4	0
48	O=C(COC(=O)c1cc(=O)[nH]c2ccccc12)Nc1ccccc1F	4	-4	1	0.2	-11	/	4	1
49	c1ccc(Nc2ccccc2)cc1	0	-12	-5	0.2	11	/	-3	-10
50	CCCc1nc(NCc2ccccc2)c(C#N)c2c1CCCC2	1	-10	1	/	/	13	-1	2
51	C[C@@H]1CN([C@@H](C)CO)C(=O)Cc2cc(NS(=O)(=O)c3cn(C)cn3)ccc2O[C@H]1CN(C)C(=O)Nc1ccccc1	-2	3	-1	0.2	0	-4	-18	7
52	COc1ccc(/C=C2\SC(=O)N=C2N)cc1OC	/	-8	1	/	-1	/	-3	/
53	C[C@@H](NC(=O)C[C@@H]1CC[C@@H](NC(=O)c2cccnc2)[C@@H](CO)O1)c1ccccc1	3	-2	1	0.0	-4	-2	-5	1
54	C[C@@H]1CCCCO[C@@H](CN(C)Cc2ccc(Cl)c(Cl)c2)[C@@H](C)CN([C@@H](C)CO)C(=O)c2cc(NS(=O)(=O)c3cn(C)cn3)ccc2O1	2	-8	-2	-0.2	8	1	2	-2
55	C#CCOCCOCCOCCNc1nc(N2CCN(C(=O)C([C@@H](C)O)n3cc([C@@H](N)CCCCN)nn3)CC2)nc(N2CCN(C(=O)[C@H](CCCCN)n3cc([C@@H](N)CC(N)=O)nn3)CC2)n1 (some centres undefined)	2	41	-216	1.4	44	0	-8	-23
56	O=C(O)CCCC(=O)N1CCC(C(O)(c2ccccc2)c2ccccc2)CC1	0	5	2	0.1	-1	/	1	-1
57	COC(=O)CSc1nc2ccc(NC(=O)CSc3nnnn3Cc3ccccc3)cc2s1	-3	/	/	/	3	1	/	8
58	COc1ccccc1OCC(=O)Nc1cccc(S(=O)(=O)NC2=NCCCCC2)c1	-5	0	0	-1.7	2	-5	7	9
59	CCC(=O)N1C[C@@H](C)[C@@H](OC)CN(C)C(=O)c2ccc(NC(=O)c3ccccc3)cc2OC[C@@H]1C	0	3	-4	0.2	-1	0	2	8
60	O=C(COC(=O)c1ccc[n+]([O-])c1)Nc1cc([N+](=O)[O-])ccc1Cl	-1	-19	0	-0.4	-2	-7	4	1
61	C[C@H](CO)N1C[C@H](C)[C@H](CN(C)Cc2ccc(F)cc2)Oc2ncc(-c3cccc(C(F)(F)F)c3)cc2C1=O	-3	-5	4	0.7	0	-6	-4	6
62	Cc1ccc(/C=C2\SC(=S)N(CCC(=O)N3CCOCC3)C2=O)cc1	1	-14	-2	/	1	28	-6	1
63	COc1ccccc1NC(=O)Cc1noc(CN(C)Cc2cccs2)n1	5	/	/	/	-4	-3	/	-3
64	CN(C)S(=O)(=O)c1ccc(N=Cc2c(C(F)(F)F)[nH]n(C)c2=O)cc1	-3	-8	-1	/	0	-5	-3	-3
65	CC(=O)Nc1ccc(S(=O)(=O)n2nc(C)cc2C)cc1	-2	/	/	/	-5	-4	/	-5
66	C[C@@H]1CN([C@@H](C)CO)C(=O)Cc2cc(NC(=O)Nc3cccc4ccccc34)ccc2O[C@H]1CN(C)C(=O)Nc1ccc2c(c1)OCO2	3	4	0	0.1	1	-4	-11	0
67	CCOc1ccc(NC(=O)CN(C)C(=O)Cn2c(=O)cnc3ccccc32)cc1OCC	-6	-3	-2	-1.4	1	3	2	8
68	COc1ccc(NC(=O)Nc2ccc3c(c2)C(=O)N([C@@H](C)CO)C[C@@H](C)[C@H](CN(C)Cc2ccc4c(c2)OCO4)OCCCC[C@H](C)O3)cc1	-1	5	-1	0.2	22	-3	-2	2
69	COc1ccc(NC(=S)NCC(O)c2ccccc2)c(OC)c1 (centres undefined)	-2	-3	3	-2.2	-7	-4	-1	-2
70	COc1ccc(Nc2oc(-c3ccc(OC)cc3)nc2C#N)cc1	/	-12	0	-0.2	-6	/	-1	/
71	CCOC(=O)c1c(C)[nH]c(C(=O)COC(=O)c2ccc(F)c(S(=O)(=O)N3CCOCC3)c2)c1C	-3	/	/	/	28	-6	/	-5
